Assay outcomes deposited in PubChem BioAssay by Broad Institute.
NFkB binder = binds human NF-kappa-B p105 on microarray | Small molecule microarray, anti-His fluorescence binding | calls only | 17,000 compounds, 1.3% hits | AID 624139;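 active = spot fluorescence over background significantly raised, with a chance value under 7% in all four replicate spots of the compound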;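 note: probe protein is his-tagged human p50 processed subunit at 1 µg/ml; raw spot fluorescence signals with no normalization applied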
Target sequence (P19838 1-433 limits assumed): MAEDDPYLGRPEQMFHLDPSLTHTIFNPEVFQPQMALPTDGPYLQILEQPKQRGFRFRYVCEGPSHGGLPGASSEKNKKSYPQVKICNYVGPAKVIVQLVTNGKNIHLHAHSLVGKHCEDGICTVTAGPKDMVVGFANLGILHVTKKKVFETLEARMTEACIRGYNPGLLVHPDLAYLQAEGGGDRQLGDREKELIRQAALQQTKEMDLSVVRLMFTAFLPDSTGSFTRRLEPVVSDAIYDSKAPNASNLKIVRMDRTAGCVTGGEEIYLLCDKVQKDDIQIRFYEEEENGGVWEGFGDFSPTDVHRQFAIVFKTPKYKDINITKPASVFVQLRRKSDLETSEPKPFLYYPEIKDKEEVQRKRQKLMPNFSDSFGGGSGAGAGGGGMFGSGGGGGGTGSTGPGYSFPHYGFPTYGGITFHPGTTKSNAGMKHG
Calls only; i = inactive; + = active, no number.

SMILES	NFkB binder
Cc1onc(-c2ccccc2)c1C(=O)N(CCC#N)CCC#N	i
Cc1noc(C)c1NC(=O)N(C)C[C@H]1OCCCC[C@@H](C)Oc2ccc(NS(C)(=O)=O)cc2C(=O)N([C@H](C)CO)C[C@@H]1C	i
COc1ccc(C)c(Cn2c(-c3nonc3N)nc3ccccc32)c1	i
Cc1c(C(=O)N(C)C)sc(NC(=O)c2cc(-c3cccnc3)nc3c(C)c(Cl)ccc23)c1C#N	i
CCC(C)C(O)C(C)(O)/C=C/C1=CC2=C(Cl)C(=O)C(C)(O)C(O)C2=CO1 (stereo not drawn)	i
C[C@H](CO)N1C[C@H](C)[C@H](CN(C)Cc2ccc(-c3ccccc3)cc2)Oc2c(NS(=O)(=O)c3cccs3)cccc2C1=O	i
Cc1cccc(OCC(=O)Nc2ccccc2C(=O)NC(C)(C)C)c1	i
Cc1noc(C)c1S(=O)(=O)N(C)C[C@@H]1OCCCC[C@H](C)Oc2ccc(N(C)C)cc2C(=O)N([C@@H](C)CO)C[C@H]1C	i
C[C@@H]1CN([C@H](C)CO)C(=O)Cc2cc(NC(=O)Nc3ccc(C(F)(F)F)cc3)ccc2O[C@@H]1CN(C)Cc1ccncc1	+
CNC[C@H]1Oc2c(NC(=O)Nc3c(C)noc3C)cccc2C(=O)N([C@@H](C)CO)C[C@H]1C	i
Cc1cccc(NC(=O)c2ccccc2NC(=O)COc2ccccc2)c1C	i
COc1ccc(CN(C)C[C@H]2Oc3ccc(NC(=O)Cc4cn(C)c5ccccc45)cc3C(=O)N([C@H](C)CO)C[C@@H]2C)cc1	i
CCCN(C)C[C@H]1OCCCC[C@H](C)Oc2ccc(NS(=O)(=O)c3ccc(OC)cc3)cc2C(=O)N([C@@H](C)CO)C[C@H]1C	i
O=C(OC1C(c2c(O)cc(O)c(C(=O)c3ccc(O)cc3)c2O)OC(CO)C(O)C1O)c1cc(O)c(O)c(O)c1 (stereo not drawn)	i
C[C@H]1CN([C@@H](C)CO)C(=O)c2cccc(NC(=O)c3nc4ccccc4s3)c2O[C@@H]1CN(C)CC1CCCCC1	i
O=C(CSc1nnc(-c2ccccc2O)n1-c1ccccc1)Nc1ccc2c(c1)OCCO2	i
Cc1noc(C)c1NC(=O)N(C)C[C@H]1Oc2ccc(NC(=O)C3CC3)cc2CC(=O)N([C@@H](C)CO)C[C@H]1C	i
COc1cccc(CCc2ccccc2OCC[C@@H]2C[C@@H](O)CN2C)c1	i
C[C@H]1CCCCO[C@@H](CN(C)C(=O)CCC(F)(F)F)[C@@H](C)CN([C@@H](C)CO)C(=O)c2cc(NS(=O)(=O)c3cn(C)cn3)ccc2O1	i
Cc1noc(C)c1NC(=O)N(C)C[C@@H]1Oc2ccc(NC(=O)NC3CCCCC3)cc2C(=O)N([C@@H](C)CO)C[C@H]1C	i
COc1ccc(NC(=O)Nc2cccc3c2O[C@@H](CN(C)S(=O)(=O)c2ccc(Cl)cc2)[C@@H](C)CN([C@H](C)CO)C3=O)cc1	i
O=C1CCC[C@@H]2c3[nH]c4ccccc4c3CCN12	i
C=CCOC(=O)C1=C[C@H](c2csc3ccccc23)[C@@H](CCCO)[C@H](OCC)O1	i
C[C@@H]1CN([C@H](C)CO)C(=O)c2cc(NC(=O)Nc3ccc4c(c3)OCO4)ccc2O[C@@H](C)CCCCO[C@H]1CN(C)Cc1ccccc1	i
C[C@@H]1CN([C@@H](C)CO)C(=O)c2cc(NC(=O)Nc3ccc(F)cc3)ccc2O[C@H]1CN(C)S(=O)(=O)c1cccs1	i

Part of the list above in order of SMILES length, smallest number first.
SMILES	NFkB binder
C=CCOC(=O)C1=C[C@H](c2csc3ccccc23)[C@@H](CCCO)[C@H](OCC)O1	i
Cc1noc(C)c1NC(=O)N(C)C[C@H]1Oc2ccc(NC(=O)C3CC3)cc2CC(=O)N([C@@H](C)CO)C[C@H]1C	i
Cc1noc(C)c1NC(=O)N(C)C[C@@H]1Oc2ccc(NC(=O)NC3CCCCC3)cc2C(=O)N([C@@H](C)CO)C[C@H]1C	i
Cc1noc(C)c1S(=O)(=O)N(C)C[C@@H]1OCCCC[C@H](C)Oc2ccc(N(C)C)cc2C(=O)N([C@@H](C)CO)C[C@H]1C	i

Next compounds follow.
SMILES	NFkB binder
C[C@H](CO)N1C[C@H](C)[C@@H](CN(C)Cc2ccc3c(c2)OCO3)Oc2c(NC(=O)Nc3cccc4ccccc34)cccc2C1=O	i
C[C@@H]1CN([C@H](C)CO)C(=O)c2cc(NC(=O)Nc3ccc4c(c3)OCO4)ccc2O[C@@H]1CN(C)S(=O)(=O)c1cn(C)cn1	i
C[C@@H]1CCCCO[C@H](CN(C)Cc2ccncc2)[C@H](C)CN([C@@H](C)CO)C(=O)c2cc(NC(=O)c3ccncc3)ccc2O1	i
COc1ccc(NC(=O)Nc2cccc3c2O[C@@H](CN(C)C(=O)Nc2ccccc2)[C@@H](C)CN([C@H](C)CO)C3=O)cc1	i
C=Cc1ccc(O[C@@H]2O[C@H](CO)[C@@H](O)[C@H](O)[C@H]2O[C@@H]2O[C@@H](C)[C@H](O)[C@@H](O)[C@H]2O)cc1	i
OCCN(CCO)Cc1ccc(Br)cc1	i
CC(C)NC(=O)N(C)C[C@@H]1Oc2c(cccc2N(C)C)C(=O)N([C@H](C)CO)C[C@H]1C	i
C[S+](O)c1ccc(CSc2nc(-c3ccc(F)cc3)c(-c3ccncc3)[nH]2)cc1 (stereo not drawn)	i
O=C(O)c1ccc2cc(-c3ccc(O)c(C45CC6CC(CC(C6)C4)C5)c3)ccc2c1	i
C[C@H]1CCCCO[C@@H](CN(C)C(=O)Cc2ccccc2)[C@@H](C)CN([C@@H](C)CO)C(=O)c2cc(NC(=O)c3ccncc3)ccc2O1	i
O=C(N1CCCCC1)[C@]1(Cc2ccccc2)N=C(c2ccc(OCCCO)cc2)O[C@@H]1c1ccccc1	i
C/C(=C/CCC(CO)C1CCC2(C)C3CCC4C(C)(C)C(OC5OC(CO)C(O)C(O)C5O)CC(O)C45CC35CCC12C)COC1OC(CO)C(O)C(O)C1O (stereo not drawn)	i
CCCCCCCCC/C=C/C(=O)CCc1ccc(O)c(OC)c1	i
C[C@@H]1CN([C@H](C)CO)C(=O)c2cc(NC(=O)CCC(F)(F)F)ccc2O[C@@H](C)CCCCO[C@H]1CN(C)C(=O)c1ccncc1	i
C[C@@H]1CN([C@H](C)CO)C(=O)c2cc(NC(=O)Nc3ccc4c(c3)OCO4)ccc2O[C@@H]1CN(C)C(=O)Nc1ccc2c(c1)OCO2	i
Cc1noc(C)c1S(=O)(=O)Nc1cccc2c1O[C@H](CN(C)Cc1ccc(C(=O)O)cc1)[C@@H](C)CN([C@H](C)CO)C2=O	i
COc1ccc(S(=O)(=O)Nc2cccc3c2O[C@@H](CN(C)Cc2ccc(Cl)c(Cl)c2)[C@H](C)CN([C@@H](C)CO)C3=O)cc1	i
CCOc1ccc(C(=O)c2oc3ccccc3c2NC(=O)c2cc3ccccc3oc2=O)cc1	i
O=C(NCc1cccnc1)C1CC(c2ccccc2Cl)=NO1 (stereo not drawn)	i
Cn1c(Cc2cccc3ccccc23)nnc1SCc1ccccc1C#N	i
Cc1ccc(OC(=O)N(C)C[C@H]2OCc3cn(nn3)CCCC(=O)N([C@@H](C)CO)C[C@@H]2C)cc1	i
COc1ccccc1N1CCN(C(=O)CSc2nc3ncnc(N)c3[nH]2)CC1	i
CNC[C@H]1OCCCC[C@H](C)Oc2ccc(NS(=O)(=O)c3c(C)noc3C)cc2C(=O)N([C@@H](C)CO)C[C@@H]1C	i
COC(=O)c1cccc2oc3cc(CO)cc(O)c3c(=O)c12	i
Cc1noc(C)c1NC(=O)Nc1cccc2c1O[C@H](CN(C)Cc1ccc(Cl)c(Cl)c1)[C@@H](C)CN([C@H](C)CO)C2=O	i

Remaining list, next part:
SMILES	NFkB binder
C[C@H]1CN([C@@H](C)CO)C(=O)c2cc(NC(=O)Nc3ccc(F)cc3)ccc2O[C@@H]1CN(C)C	i
C[C@H]1CN([C@@H](C)CO)C(=O)c2cccc(NS(=O)(=O)c3ccccc3)c2O[C@H]1CN(C)C	i
Nc1nc(CN2CCN(C(=O)c3ccco3)CC2)nc(N2CCCc3ccccc32)n1	i
Cc1ccc(S(=O)(=O)Nc2cccc(C(=O)NC(C)(C)CO)c2)cc1	i
CCOC(=O)C12CC1/C(=N/O)c1ccccc1O2 (stereo not drawn)	i
COc1ccc(C#Cc2ccc3c(c2)[C@]2(C(=O)N3)[C@H](c3ccc(O)cc3)N3[C@H](c4ccccc4)[C@H](c4ccccc4)OC(=O)[C@H]3[C@@H]2C(=O)N2CCN(c3ncccn3)CC2)cc1	i
Cc1noc(C)c1S(=O)(=O)Nc1cccc2c1O[C@H](CN(C)C(=O)Nc1ccccc1)[C@H](C)CN([C@H](C)CO)C2=O	i
Cc1noc(C)c1S(=O)(=O)N(C)C[C@@H]1OCCCC[C@H](C)Oc2ccc(NS(C)(=O)=O)cc2C(=O)N([C@H](C)CO)C[C@@H]1C	i
C[C@H](CO)N1C[C@H](C)[C@H](CN(C)C(=O)Nc2ccc(F)cc2)Oc2ccc(N(C)C)cc2C1=O	i
C[C@@H]1CCCCO[C@H](CN(C)C(=O)CCC(F)(F)F)[C@H](C)CN([C@@H](C)CO)C(=O)c2cc(NS(=O)(=O)c3ccccc3)ccc2O1	i
C/C(=C\CC[C@H](CO)[C@@H]1CC[C@]2(C)C3=C(CC[C@@]12C)[C@@]1(C)CCC(=O)C(C)(C)C1CC3)C(=O)O (stereo partly drawn)	i
Cc1cccc(C)c1N(CC(=O)N1CCN(C)CC1)S(C)(=O)=O	i
O=C(CC1(O)C(=O)N(Cc2ccccc2)c2ccccc21)c1ccccc1[N+](=O)[O-] (stereo not drawn)	i
C[C@H]1CN([C@@H](C)CO)C(=O)c2cccc(NC(=O)Nc3ccc(C(F)(F)F)cc3)c2O[C@@H]1CN(C)S(=O)(=O)c1cn(C)cn1	i
COc1ccccc1C1C(C(=O)c2ccco2)C(=O)C(=O)N1c1cc(C)on1 (stereo not drawn)	i
C[C@@H]1CCCCO[C@@H](CN(C)Cc2ccncc2)[C@@H](C)CN([C@@H](C)CO)C(=O)c2cc(NC(=O)Nc3cccc4ccccc34)ccc2O1	i
C=CCn1c(=O)c(C(=O)NCc2ccccn2)c(O)c2ccccc21	i
C[C@@H]1CN([C@H](C)CO)C(=O)c2cc(NC(=O)Nc3ccc4c(c3)OCO4)ccc2O[C@@H]1CN(C)C(=O)NC1CCCCC1	i
Cc1cc(C)c(S(=O)(=O)NCc2ccccn2)cc1C	i
C/C=C/[C@@H](CC(=O)N1Cc2ccccc2C[C@H]1CO)[Si](C)(C)c1ccc(OC)cc1	i
CCOC(=O)c1c(NC(=O)COc2cc(C)ccc2C)sc(C)c1C	i
CNC[C@@H]1Oc2ccc(NS(=O)(=O)c3cn(C)cn3)cc2CC(=O)N([C@H](C)CO)C[C@H]1C	i
C[C@H](CO)N1C[C@H](C)[C@@H](CN(C)Cc2ccc(C(F)(F)F)cc2)Oc2ccc(NC(=O)C3CC3)cc2CC1=O	i
C[C@@H]1CN([C@@H](C)CO)C(=O)Cc2cc(NS(=O)(=O)c3ccccc3)ccc2O[C@H]1CN(C)C(=O)NC1CCCCC1	i
C[C@H]1CN([C@@H](C)CO)C(=O)Cc2cc(NS(=O)(=O)c3cn(C)cn3)ccc2O[C@H]1CN(C)CC1CC1	i

More structures.
SMILES	NFkB binder
C[C@@H]1CCCCO[C@H](CN(C)S(=O)(=O)c2cn(C)cn2)[C@@H](C)CN([C@H](C)CO)C(=O)c2cc(NS(=O)(=O)c3cn(C)cn3)ccc2O1	i
CNC[C@H]1Oc2ccc(NC(=O)CCN3CCOCC3)cc2CC(=O)N([C@H](C)CO)C[C@@H]1C	i
O=C(Cn1c(-c2ccccn2)nc2ccccc21)NCCN1CCOCC1	i
C[C@@H]1CN([C@@H](C)CO)C(=O)c2cc(NC(=O)Nc3ccc4c(c3)OCO4)ccc2O[C@@H]1CN(C)Cc1ccc2c(c1)OCO2	i
C[C@@H]1CCCCO[C@H](CN(C)C(=O)c2ccccc2)[C@@H](C)CN([C@H](C)CO)C(=O)c2cc(NS(C)(=O)=O)ccc2O1	i
Cc1noc(C)c1NC(=O)N(C)C[C@@H]1Oc2ccc(NC(=O)Cc3ccccc3)cc2C(=O)N([C@H](C)CO)C[C@H]1C	i
COc1ccc(S(=O)(=O)N(C)C[C@H]2Oc3c(NC(=O)C4CC4)cccc3C(=O)N([C@@H](C)CO)C[C@H]2C)cc1	i
CNC[C@H]1Oc2c(NC(=O)Nc3cccc4ccccc34)cccc2C(=O)N([C@H](C)CO)C[C@H]1C	i
CNC[C@@H]1OCCCC[C@H](C)Oc2ccc(NC(=O)c3ccncc3)cc2C(=O)N([C@H](C)CO)C[C@@H]1C	i
O=C(/C=C/c1ccc(O)cc1)CC(=O)/C=C/c1ccc(O)cc1	i
Cc1ccc2nc(-c3cccnc3)cc(C(=O)Nc3sc4c(c3C(N)=O)CCCCCC4)c2c1	i
CNC(=O)C1=C[C@H](c2ccc(C(=O)OC)cc2)C[C@H](OCc2ccc(CO)cc2)O1	i
CNC[C@@H]1Oc2ccc(NC(=O)Cn3cnnn3)cc2CC(=O)N([C@@H](C)CO)C[C@@H]1C	i
CC(C)NC(=O)N(C)C[C@@H]1Oc2ccc(NC(=O)CCC(F)(F)F)cc2C(=O)N([C@H](C)CO)C[C@@H]1C	i

In the list so far, these have two or more sulfur atoms.
SMILES	NFkB binder
C[C@H](CO)N1C[C@H](C)[C@H](CN(C)Cc2ccc(-c3ccccc3)cc2)Oc2c(NS(=O)(=O)c3cccs3)cccc2C1=O	i
C[C@@H]1CN([C@@H](C)CO)C(=O)c2cc(NC(=O)Nc3ccc(F)cc3)ccc2O[C@H]1CN(C)S(=O)(=O)c1cccs1	i
C[S+](O)c1ccc(CSc2nc(-c3ccc(F)cc3)c(-c3ccncc3)[nH]2)cc1 (stereo not drawn)	i
Cc1noc(C)c1S(=O)(=O)N(C)C[C@@H]1OCCCC[C@H](C)Oc2ccc(NS(C)(=O)=O)cc2C(=O)N([C@H](C)CO)C[C@@H]1C	i
C[C@@H]1CCCCO[C@H](CN(C)S(=O)(=O)c2cn(C)cn2)[C@@H](C)CN([C@H](C)CO)C(=O)c2cc(NS(=O)(=O)c3cn(C)cn3)ccc2O1	i

An excerpt; the hit share may differ from the screen's.
